Compound activity from PubChem BioAssay.
pCIP destab = p/CIP-EGFP fusion destabilizers, primary screen, fluorescence, F442A cells; decrease of EGFP signal, % at 10 µM; Q05BA5; actives 0.01% (n = 290,000); 16 h;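 active = EGFP signal decrease of at least 30% at 10 µM or well 3 SD below plate mean, unless failing retest; inactive = the rest, including hits failing retest or dose response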; note: some compounds called inactive have numbers as strong as hits; many of its hits are not listed in these tables
NS3 helicase inh = inhibitors of HCV NS3 helicase, primary screen, biochemical, Cy5 molecular beacon fluorescence; NS3 helicase DNA unwinding; actives 0.56% (n = 290,000); Hepatitis C virus NS3 helicase; inhibition, % at 10.9 µM;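 active = inhibition above the mean of all tested compounds plus 3 SD, set per campaign, cut at about 35% in these data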;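 note: 0% = DMSO wells and 100% = thioflavine S control wells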
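System: Hepatitis C virus NS3 helicase domain fragment enzyme | Reagent: Annealed dual-labelled DNA beacon duplex, ATP-started | Compound dosing: 10.9 µM single point, 0.8% DMSO | Incubation: 1 h reaction at 25 °C, ATP-initiated | Technique: Cy5 fluorescence | Evaluation: Percent inhibition from t60/t0 fluorescence ratio | Benchmarks: Low DMSO, high thioflavine S at 110 µM | Replication: Singlicate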
UBC9 SUMO inh = inhibitors of in vitro SUMOylation cascade, primary screen, biochemical, HTRF, uHTS; SUMO-conjugating enzyme UBC9 (Homo sapiens), P63279; HTRF SUMOylation assay, SAE1/SAE2 + UBC9; inhibition, % at 35 µM; actives 0.36% (n = 290,000); in the data active = inhibition above about 50%, passing the limit was not always enough; note: strong numbers were not always called active
GalR3 antag = GalR3 antagonists in HEK293 cells, primary screen, cell-based, fluorescence readout | inhibition, % at 3 µM | actives 0.44% (n = 360,000) | Galanin receptor type 3 (Homo sapiens), O60755 | HEK293 GalR3-CNG cAMP membrane potential fluorescence; galR3 body fused to GalR1 C-terminus;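 active = inhibition above the screen-wide average plus 3 SD, cut at about 13% in these data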;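 note: forskolin and galanin both at EC90 stimulate the cells; cAMP rise reported by CNG channel membrane potential dye signal; 0% = forskolin plus galanin with DMSO and 100% = forskolin alone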
IMP-1 inhibitor = IMP-1 metallo-beta-lactamase inhibitors, primary screen, biochemical, epi-absorbance readout, Pseudomonas aeruginosa enzyme. metallo-beta-lactamase IMP-1 (Pseudomonas aeruginosa). purified IMP-1, nitrocefin hydrolysis, epi-absorbance fluorescence. inhibition, % at 5.6 µM. actives 0.45% (n = 290,000);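 active = inhibition above the mean plus 3 SD of all compounds in the same screening run, cut at about 4.5% in these data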;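 note: 0% = IMP-1 with DMSO and 100% = DMSO wells lacking enzyme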
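Assay system: purified recombinant IMP-1 beta-lactamase. Input: IMP-1 0.2 nM before substrate addition. Buffer or medium: Zinc- and detergent-supplemented HEPES buffer, pH 7.1. Schedule: 25 °C, 15 min preincubation, 25 min reaction. Signal: Epi-absorbance fluorescence, 480 nm excitation, 530 nm emission. Evaluation: percent inhibition from optical density relative to buffer-blank wells.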
CRFR2-BP antag = antagonists of CRF-BP/CRF-R2 complex, primary screen, cell-based, HEK293, calcium dye fluorescence, uHTS; AID 588475, 2011; CRF-induced calcium fluorescence; inhibition, % at 11.8 µM; actives 0.59% (n = 350,000);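 active = inhibition of the ligand-induced calcium signal above about 50% at the single tested concentration, limit read from the data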
VIM-2 inhibitor = VIM-2 metallo-beta-lactamase inhibitors, primary screen, biochemical, epi-absorbance readout, Pseudomonas aeruginosa enzyme | purified VIM-2, nitrocefin hydrolysis, epi-absorbance fluorescence | actives 0.89% (n = 290,000) | inhibition, % at 5.6 µM | AID 1527, 2009;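 active = inhibition above the mean of all tested compounds plus 3 SD, cutoff set per screening run, cut at about 7.5% in these data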;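 note: red hydrolysis product quenches plate fluorescence so inhibitors raise well fluorescence; 0% = enzyme with DMSO and 100% = DMSO without enzyme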
IDE act = human IDE activators in live cells, primary screen, fluorescence polarization, HEK cells, FAbeta-B substrate; Insulin-degrading enzyme (Homo sapiens), P14735; activation, % at 5.96 µM; FAbeta-B cleavage; 0% vehicle, 100% cell-free pure enzyme wells; actives 0.073% (n = 340,000);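 active = activation above the mean of all tested compounds plus 3 SD, set per screening campaign, cut at about 17% in these data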
Target sequence (P14735 whole entry, looked up): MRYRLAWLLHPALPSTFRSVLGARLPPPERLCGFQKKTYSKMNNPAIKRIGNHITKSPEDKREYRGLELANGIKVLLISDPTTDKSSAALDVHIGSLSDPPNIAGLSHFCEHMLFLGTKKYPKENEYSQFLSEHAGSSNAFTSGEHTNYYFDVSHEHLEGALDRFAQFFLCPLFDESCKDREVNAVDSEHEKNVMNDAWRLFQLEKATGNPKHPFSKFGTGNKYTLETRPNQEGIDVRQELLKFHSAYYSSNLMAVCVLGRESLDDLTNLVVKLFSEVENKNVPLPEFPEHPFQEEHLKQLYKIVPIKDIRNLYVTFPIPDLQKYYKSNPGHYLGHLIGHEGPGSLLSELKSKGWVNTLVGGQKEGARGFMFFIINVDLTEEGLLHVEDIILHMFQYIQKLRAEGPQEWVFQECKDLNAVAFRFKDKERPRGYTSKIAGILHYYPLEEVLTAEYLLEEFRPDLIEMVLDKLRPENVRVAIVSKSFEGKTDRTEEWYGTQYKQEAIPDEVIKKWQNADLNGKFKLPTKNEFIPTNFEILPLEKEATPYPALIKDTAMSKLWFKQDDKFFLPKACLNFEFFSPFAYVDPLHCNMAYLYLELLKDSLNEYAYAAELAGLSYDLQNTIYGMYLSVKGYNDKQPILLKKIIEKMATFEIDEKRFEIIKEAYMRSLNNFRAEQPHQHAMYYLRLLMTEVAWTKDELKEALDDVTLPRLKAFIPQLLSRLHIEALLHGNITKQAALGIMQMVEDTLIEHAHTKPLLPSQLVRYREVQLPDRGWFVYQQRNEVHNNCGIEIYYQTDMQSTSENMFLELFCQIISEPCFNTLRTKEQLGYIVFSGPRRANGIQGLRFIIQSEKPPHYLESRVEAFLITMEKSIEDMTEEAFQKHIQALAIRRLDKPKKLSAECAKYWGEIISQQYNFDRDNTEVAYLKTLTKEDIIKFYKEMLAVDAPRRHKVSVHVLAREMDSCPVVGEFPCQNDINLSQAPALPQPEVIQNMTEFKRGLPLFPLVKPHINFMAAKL
IDE cell inh = human IDE inhibitors in live cells, primary screen, fluorescence polarization, HEK cells, FAbetaB substrate | FAbetaB cleavage | inhibition, % at 5.59 µM | actives 0.41% (n = 320,000) | AID 434962, 2010;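 active = percent inhibition above the average of all tested compounds plus 3 SD, set per screening campaign, cut at about 16% in these data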;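 note: IDE supplied by intact live HEK cells; FP after avidin binding of uncleaved biotin substrate so inhibition keeps polarization high; 0% = DMSO wells and 100% = 60 µM reference IDE inhibitor Ii1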
* hit, by the source's call; x = not tested or not shown; & = joins results of further samples. No enrichment for hits; any-hit rate near 3.2%.

SMILES	pCIP destab	NS3 helicase inh	UBC9 SUMO inh	GalR3 antag	IMP-1 inhibitor	CRFR2-BP antag	VIM-2 inhibitor	IDE act	IDE cell inh
Cc1cc(C)c(OCC(=O)N(Cc2cccs2)C2CCS(=O)(=O)C2)c(C)c1 (centres undefined)	4.9	-8.6	-9.1	-1.7	-2.6	-3.9	0.0	2.2	-1.1
COc1ccccc1NC(=O)Cc1cccc2ccccc12	0.0	2.2	14.4	-10.5	1.1	5.4	1.6	-5.3	-1.6
CCOc1ccc(-c2cc(C(=O)N/N=C/c3ccc(O)cc3)c3ccccc3n2)cc1	x	x	x	-6.2	x	0.1	x	-2.8	0.6
Cc1sc2ccccc2[n+]1CC(=O)c1ccccc1	-5.2	7.3	2.9	x	-3.8	-5.6	3.0	-11.1	1.9
O=C(CSc1ncn[nH]1)Nc1nc(-c2ccccc2)cs1	-3.9	-1.9	-11.8	-0.9	-1.7	-8.0	-2.0	-1.1	-2.3
Cc1ccc(S(=O)(=O)Nc2cccc(C(=O)NCC(c3ccco3)N(C)C)c2)cc1F (centres undefined)	x	x	x	-7.3	x	-3.0	x	2.7	-5.2
COCCNC(=O)/C(C#N)=C/c1cc(C(C)C)c(OC)cc1C	-2.3	-3.5	6.3	-7.8	1.2	20.2	-0.3	3.7	0.0
O=C1CN(C(=O)COC(=O)c2cccs2)c2ccccc2N1	x	x	x	-3.2	x	4.0	x	-0.3	0.8
CC(OC(=O)CCCCCN=C1NS(=O)(=O)c2ccccc21)C(=O)Nc1cc(Cl)cc(Cl)c1 (centres undefined)	-1.2	-12.3	-24.0	-7.9	-3.4	-16.7	-2.5	1.8	0.5
Cc1ccc(Cn2c(C(C)Nc3nc(-c4ccc(F)cc4)cs3)nc3cc(Cl)c(Cl)cc32)cc1 (centres undefined)	x	x	x	-3.0	x	-27.4	x	2.9	5.2
O=C(NCc1ccc2c(c1)OCO2)NC12CC3CC(CC(C3)C1)C2	-2.9	-2.4	-6.7	-5.9	-1.2	24.8	-5.3	6.0	-2.9
CCOC(=O)C1CCN(C(=O)c2ccc(Cl)c(Cl)c2)CC1	-5.9	-8.6	-15.1	1.2	-4.4	-20.7	-7.8	3.8	3.5
COc1ccc2nc(NC(=O)c3cccs3)sc2c1	-7.2	-4.8	30.6	-2.7	-0.5	-17.9	-1.2	x	14.1
CCN(CC)CCNC(=O)/C(=C/c1cn(CC)c2ccccc12)NC(=O)c1cc(OC)c(OC)c(OC)c1	12.8	-47.0	8.8	0.7	-1.1	-1.2	1.1	-3.9	1.4
O=C(NC1CC1)c1cccc2c1C(=O)c1ccc(N3CCC(Cc4ccccc4)CC3)cc1S2(=O)=O	x	x	x	-0.6	x	-39.7	x	-33.3	39.6*
COc1ccc(N2CCN(CCNC(=O)CCN3C(=O)COc4ccccc43)CC2)cc1	-12.1	-11.5	24.2	-10.2	-1.1	6.4	0.9	2.3	-2.4
COc1ccc(C(=O)NC(C)c2ccccc2)cc1Br (centres undefined)	-4.4	1.8	-16.4	-4.9	-1.3	-8.7	-1.7	-1.6	-0.4
COc1cc(O)sc1C=Nc1ccc(Cl)cc1	9.0	-4.2	-2.2	-3.7	-0.8	-1.4	-0.1	-1.1	-6.8
O=C(NC1CCN(S(=O)(=O)c2cccc(F)c2)CC1)c1cccc(F)c1	-15.5	21.1	15.1	-4.2	0.0	-0.4	0.6	-1.6	x
COc1cc(CC(=O)NCc2ccccn2)cc(OC)c1OC	-0.4	7.2	14.5	-3.2	-3.3	7.8	-4.2	0.0	3.0
CN(Cc1ccccc1)C(=O)CNC(=O)Cn1cnc2ccccc2c1=O	0.9	-1.6	3.4	7.8	-1.4	7.8	0.3	2.2	2.4
CC(C)CCN1CCNC(=O)C1CC(=O)Nc1ccc(F)cc1 (centres undefined)	-17.6	5.3	-8.9	3.6	-2.7	12.4	-1.2	6.3	-2.4
O=C(c1ccco1)N(CCC(c1ccccc1)c1ccco1)Cc1ccccc1 (centres undefined)	-17.0	50.3*	28.2	-7.6	-2.0	-58.2	-4.0	4.5	4.0
C=CCNC(=S)NNC(=O)c1cccn(Cc2ccc(Cl)c(Cl)c2)c1=O	1.0	-0.5	16.3	-3.7	-4.0	-24.6	-5.4	-4.4	0.5
CCOC(=O)c1c(C)nc2ccc(Cl)cc2c1-c1ccccc1	4.4	-1.8	-10.1	3.0	-2.6	-103.2	-0.3	5.0	3.8

Additional entries follow:
SMILES	pCIP destab	NS3 helicase inh	UBC9 SUMO inh	GalR3 antag	IMP-1 inhibitor	CRFR2-BP antag	VIM-2 inhibitor	IDE act	IDE cell inh
CCCc1nnc(NC(=O)CSc2nc3ccccc3[nH]2)s1	6.3	-1.1	-5.1	-0.9	-2.6	1.1	-2.2	0.2	2.3
Cc1ccc(NC(=O)CN2C(=O)NC3(CCCC3)C2=O)nc1	x	x	x	-3.8	x	0.6	x	2.2	-1.0
Cc1nc2cc(NC(=O)Nc3ccc(N4CCOCC4)cc3)ccc2n1C	-20.4	-3.3	-13.7	-5.5	-6.0	-11.1	-0.5	2.8	-1.8
Cc1cc(Br)ccc1NC(=O)CNC(=O)Cc1ccc(S(=O)(=O)N2CCOCC2)s1	x	x	x	-3.9	x	25.4	x	0.0	0.2
COC(=O)c1ccc(C(=O)OC)c(NC(=O)CN(c2ccc3c(c2)OCO3)S(C)(=O)=O)c1	-11.6	11.4	-1.2	-6.5	0.7	23.9	1.2	2.1	-1.9
CCc1ccc(C(C)NC(=O)C2(C)CC2(Br)Br)cc1 (centres undefined)	3.5	3.4	2.6	-3.0	-0.9	10.2	-4.5	1.4	-0.3
Cc1c(NC(=O)CCSc2ccc(Cl)cc2)c(=O)n(-c2ccccc2)n1C	-14.8	7.7	-3.5	-1.0	-4.7	29.7	-2.9	-3.6	1.4
CCSc1nc2ccccc2c(=O)n1C1CCOC(C)(C)C1 (centres undefined)	-0.2	-6.5	12.4	-7.1	-1.2	-47.7	-3.3	-0.4	-1.8
FC(F)(F)c1cnc(C(c2ccccn2)c2ncn[nH]2)c(Cl)c1 (centres undefined)	12.8	-5.3	-6.3	-6.4	-2.8	9.0	-3.9	0.7	1.8
COc1ccc(C(NC(=O)C(C)C)c2c(O)ccc3ccccc23)cc1 (centres undefined)	-4.1	3.7	4.9	-2.1	-2.5	19.9	-2.9	1.1	0.3
CCN(CC)S(=O)(=O)c1ccc(NC(=O)c2cnccn2)cc1	-0.5	-6.8	9.3	-8.7	-1.8	6.6	-0.6	2.1	5.1
COc1ccc(-c2ccc(NS(=O)(=O)c3cccc([N+](=O)[O-])c3)cc2)nn1	-1.0	0.0	7.8	-3.0	-3.1	1.7	-0.4	4.8	-1.5
COc1ccc(OC)c(C(=O)c2ccccc2)c1	-16.0	-4.5	0.6	-2.7	-1.4	17.3	0.8	5.9	-2.2
CC(=O)c1cc2c(=O)c3cc(C)ccc3oc2nc1C	1.7	1.0	5.5	-4.0	-3.2	8.1	-3.9	-2.5	2.3
O=C(N/N=C\c1ccc(OC(=O)c2ccco2)cc1)c1ccc(Cl)cc1	-6.1	4.4	11.8	-0.4	-1.4	0.7	-3.2	3.3	1.3
COc1ccc(OC)c(S(N)(=O)=O)c1	-10.1	-1.1	21.1	-7.2	-3.4	10.4	-1.1	10.0	-3.0
COc1ccccc1OC(C)C(=O)Nc1ccc2c(c1)OCCO2 (centres undefined)	-7.7	16.9	-6.0	-8.9	-4.3	7.1	-3.1	-0.4	9.7
O=S1(=O)CCN(C(CO)c2ccccc2)CC1 (centres undefined)	-9.0	28.6	0.2	-6.9	-3.0	-2.0	-2.8	5.6	4.2
C=CCOC(=O)C1=C(C)N=C2SCCC(=O)N2C1c1cccs1 (centres undefined)	-8.5	-6.5	26.0	-3.9	1.6	19.5	0.9	-0.6	-1.1
S=C(NCCc1ccccc1)NC1CCCCCC1	-15.4	-6.0	6.6	-2.4	-3.3	-6.4	-7.1	-3.9	0.2
Cc1ccc(Nc2nc(-c3ccccc3)c(CC(=O)O)s2)cc1	-6.9	6.1	-16.8	-9.7	-2.2	-5.1	-3.2	2.7	4.1
COc1cc(OC)cc(-c2cc(NC(C)=O)n[nH]2)c1	-7.8	1.3	13.9	x	-2.9	-49.8	1.3	2.2	-3.4
Cc1occc1C(=O)N(C)CC1CCCN(CCc2ccccc2F)C1 (centres undefined)	-4.2	27.9	-10.0	-9.5	1.2	1.4	1.9	4.1	1.5
C[C@H]1O[C@@H](O[C@H]2[C@@H](O)C[C@H](O[C@H]3[C@@H](O)C[C@H](O[C@H]4CC[C@@]5(C)[C@H](CC[C@@H]6[C@@H]5C[C@@H](O)[C@]5(C)[C@@H](C7=CC(=O)OC7)CC[C@]65O)C4)O[C@@H]3C)O[C@@H]2C)C[C@H](O)[C@@H]1O	-1.5&-1.0	2.6&-8.0	1.2&-6.5	23.4*	-5.1&-1.5	34.1	-4.0&-0.9	0.2	0.5&2.1
COCCCNC(=O)Cn1nc(-c2cccc(OC)c2)ccc1=O	-1.0	-1.1	-4.7	-3.3	-1.2	0.5	-3.0	4.3	-0.4
CCN(C(C)=O)c1nc(CSc2nnc(NC(C)C)s2)cs1	5.3	0.1	23.2	-4.5	-4.2	-31.7	-1.8	2.6	1.8
CCCCC[C@@H]1C=C(C(=O)O)[C@H](c2cccc(C)c2)N1S(=O)(=O)c1ccc(C)cc1	x	x	x	-5.4	x	60.3*	x	-0.4	0.2

Four of the entries above in order of the NS3 helicase inh value, falling.
SMILES	pCIP destab	NS3 helicase inh	UBC9 SUMO inh	GalR3 antag	IMP-1 inhibitor	CRFR2-BP antag	VIM-2 inhibitor	IDE act	IDE cell inh
Cc1ccc(Nc2nc(-c3ccccc3)c(CC(=O)O)s2)cc1	-6.9	6.1	-16.8	-9.7	-2.2	-5.1	-3.2	2.7	4.1
CN(Cc1ccccc1)C(=O)CNC(=O)Cn1cnc2ccccc2c1=O	0.9	-1.6	3.4	7.8	-1.4	7.8	0.3	2.2	2.4
COCCNC(=O)/C(C#N)=C/c1cc(C(C)C)c(OC)cc1C	-2.3	-3.5	6.3	-7.8	1.2	20.2	-0.3	3.7	0.0
COc1ccc2nc(NC(=O)c3cccs3)sc2c1	-7.2	-4.8	30.6	-2.7	-0.5	-17.9	-1.2	x	14.1
